BoNT F protease – blocks Botulinum neurotoxin F light chain protease. Multiplex microsphere protease cleavage assay, flow cytometry. inhibition, % at 10 µM. 360,000 compounds, 0.22% hits. AID 588497; in the data active means inhibition above about 35%, passing the limit was not always enough; inconclusive means no clear call, values can overlap the other calls; further: plate controls were buffer without enzyme for full effect and enzyme alone for no effect
PfHsp40 rescue – compounds rescuing yeast from Plasmodium falciparum HSP40 toxicity; AID 504582; growth rescue, % at 12.5 µM; 340,000 compounds, 0.68% hits; S. cerevisiae expressing PfHsp40, growth rescue, ATP luminescence; in the data active means growth rescue above about 28%, passing the limit was not always enough; inconclusive means no clear call, values can overlap the other calls;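 further: yeast W303a lacking pdr1 and pdr3 grown in galactose medium; growth measured after three days at 30 °C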
BioA inh – inhibitors of Mycobacterium tuberculosis BioA enzyme; inhibition, % at 9.99 µM; purified M. tuberculosis BioA enzyme, plate reader; 360,000 compounds, 0.096% hits; in the data active means inhibition above about 40%; inconclusive means no clear call, values can overlap the other calls
GDH-TPI counter – GDH-TPI coupled enzyme inhibition counter-screen; inhibition, % at 4.8 µM; 360,000 compounds, 1.2% hits; GDH-TPI coupled enzyme counterscreen, NADH absorbance; in the data active means inhibition above about 30%;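 further: 0% = DMSO wells and 100% = wells lacking the enzyme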
BoNT-A LC inh2 – blocks Botulinum neurotoxin A light chain protease; multiplex microsphere protease substrate cleavage, flow cytometry; inhibition, % at 10 µM; 360,000 compounds, 0.17% hits; further: plate controls were buffer without enzyme for full effect and enzyme alone for no effect
Mtb UGM inh – inhibitors of M. tuberculosis UDP-galactopyranose mutase | inhibition, % at 10 µM | purified UGM, fluorescence polarization probe displacement | P9WIQ1 | AID 504406 | 320,000 compounds, 0.06% hits; in the data active means inhibition above about 10%, passing the limit was not always enough; inconclusive means no clear call, values can overlap the other calls
FadD28 FP inh – M. tuberculosis FadD28 bisubstrate binding inhibition. 360,000 compounds, 0.22% hits. FadD28 bisubstrate probe binding, fluorescence polarization. inhibition, % at 12.5 µM; in the data active means inhibition above about 8.5%, passing the limit was not always enough; inconclusive means no clear call, values can overlap the other calls
Anthrax LF inh2 – inhibitors of Bacillus anthracis lethal factor protease; 360,000 compounds, 0.12% hits; multiplex microsphere protease cleavage assay, LF; P15917; inhibition, % at 10 µM; further: plate controls were buffer without enzyme for full effect and enzyme alone for no effect
Target sequence (P15917 whole entry, looked up): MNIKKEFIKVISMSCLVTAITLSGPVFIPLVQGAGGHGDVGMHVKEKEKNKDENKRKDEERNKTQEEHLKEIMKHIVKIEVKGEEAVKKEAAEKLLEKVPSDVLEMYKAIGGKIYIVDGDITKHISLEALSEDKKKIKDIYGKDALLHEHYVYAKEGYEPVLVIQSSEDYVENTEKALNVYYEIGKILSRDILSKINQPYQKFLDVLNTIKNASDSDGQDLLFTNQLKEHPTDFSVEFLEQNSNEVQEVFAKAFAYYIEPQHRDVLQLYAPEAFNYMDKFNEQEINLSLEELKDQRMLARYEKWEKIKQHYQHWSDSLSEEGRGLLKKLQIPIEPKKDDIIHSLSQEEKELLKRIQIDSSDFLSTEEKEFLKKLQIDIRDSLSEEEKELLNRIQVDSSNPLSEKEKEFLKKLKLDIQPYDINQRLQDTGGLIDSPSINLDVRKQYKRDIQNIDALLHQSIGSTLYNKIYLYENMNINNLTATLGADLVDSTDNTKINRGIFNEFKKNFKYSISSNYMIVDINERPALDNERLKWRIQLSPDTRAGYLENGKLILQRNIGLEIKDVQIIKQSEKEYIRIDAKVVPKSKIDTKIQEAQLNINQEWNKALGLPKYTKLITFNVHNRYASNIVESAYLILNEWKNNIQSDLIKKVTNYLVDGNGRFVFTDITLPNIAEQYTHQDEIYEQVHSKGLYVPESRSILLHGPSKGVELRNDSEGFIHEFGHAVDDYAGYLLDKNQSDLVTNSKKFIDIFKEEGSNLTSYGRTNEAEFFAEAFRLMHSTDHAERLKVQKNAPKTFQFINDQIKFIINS
FBA Mtb inh – Mtb fructose-bisphosphate aldolase inhibition | 360,000 compounds, 2.3% hits | P9WQA3 | purified M. tuberculosis FBA, fluorescence read-out | inhibition, % at 1 µM; in the data active means inhibition above about 27%;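 further: 0% = vehicle and 100% = reference inhibitor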
* hit, by the source's call; ? = inconclusive; . = no result given. Unless noted, no stated cut-off is given here; in the data, active means inhibition above about 30%; inconclusive means no clear call, values can overlap the other calls; inactive means below that.

SMILES	BoNT F protease	PfHsp40 rescue	BioA inh	GDH-TPI counter	BoNT-A LC inh2	Mtb UGM inh	FadD28 FP inh	Anthrax LF inh2	FBA Mtb inh
CC1CN(C(=O)CSc2nnc(-c3cccs3)n2N)CC(C)O1 (configuration not stated)	2	-1.3	0.0	1	-1.3	-1.9	.	-2	0
OC1(C(F)(F)F)CC(c2ccc3ccccc3c2)=NO1 (configuration not stated)	-2	1.4	.	7	-0.2	-1.1	-2.9	1	1
O=C1c2ccccc2C(=O)N1CCc1nc2ccccc2c(=O)n1CCCn1ccnc1	-3	0.1	-0.2	11	0.0	-0.3	-1.1	-2	2
CC(=NNC(=O)c1cc(C)nc2ccccc12)c1ccc(N2CCOCC2)cc1	-6	-1.1	2.6	18	0.1	-4.5	-2.8	-6	-2
Cc1cnc(C(=O)N2CCN(S(=O)(=O)c3ccc4ccccc4c3)CC2)cn1	1	2.0	1.7	-10	0.5	0.5	-3.8	0	-2
COc1ccc(C(C(=O)NC(C)(C)C)N(C(=O)CCC(=O)Nc2ccccn2)C2CCCCC2)cc1 (configuration not stated)	-12	5.5	-0.4	-7	-1.0	0.3	-0.9	-6	-1
COC(=O)c1c(NC(=O)Cc2ccc(OC)c(S(=O)(=O)N3CCOCC3)c2)sc(C)c1C	6	.	.	4	0.1	0.9	-3.2	2	-1
COc1ccccc1OCc1ccc(C(=O)Nc2ccccc2)cc1	-5	-0.4	-0.7	11	0.9	-1.9	-4.2	-1	-3
Cc1nc(N2CCN(S(=O)(=O)c3ccccc3C#N)CC2)c2c(-c3cccs3)csc2n1	-2	-0.1	.	4	-0.2	0.6	-2.8	1	1
COC(=O)/C=C/c1c(C)[nH]c(=O)[nH]c1=O	4	-0.2	.	8	-0.9	-2.5	-0.3	4	6
CC(C)[C@H](NC(=O)OCc1ccccc1)C(=O)NCc1ccccc1	-2	-0.4	.	-3	0.2	-0.9	-2.9	-1	0
CC(=O)C(C(C)=O)c1cc(NS(=O)(=O)c2ccccc2)ccc1NS(=O)(=O)c1ccccc1	2	0.4	1.4	-4	-2.0	1.7	-5.5	0	3
CN(C)c1ccc(CNC(=O)CN2C(=O)COc3ccc(S(=O)(=O)N4CCCC4)cc32)cc1	2	0.1	-2.0	9	0.6	-1.0	-3.5	0	-3
COc1ccc(CCNC(=O)COc2cc(O)c3c(c2)OC(C)(C)CC3=O)cc1OC	-3	-0.7	0.0	6	0.0	-1.0	0.6	-4	1
COc1ccc(C(NC(=O)C2CCN(Cc3ccc(Oc4ccccc4)cc3)CC2)c2ccccn2)cc1 (configuration not stated)	-11	.	-1.7	2	-1.3	.	-3.3	-4	-3

Look-ups from above:
Entry for COC(=O)c1c(NC(=O)Cc2ccc(OC)c(S(=O)(=O)N3CCOCC3)c2)sc(C)c1C in BoNT-A LC inh2: 0.1
Entry for CN(C)c1ccc(CNC(=O)CN2C(=O)COc3ccc(S(=O)(=O)N4CCCC4)cc32)cc1 in PfHsp40 rescue: 0.1
Entry for COc1ccccc1OCc1ccc(C(=O)Nc2ccccc2)cc1 in FadD28 FP inh: -4.2

New compounds follow
SMILES	BoNT F protease	PfHsp40 rescue	BioA inh	GDH-TPI counter	BoNT-A LC inh2	Mtb UGM inh	FadD28 FP inh	Anthrax LF inh2	FBA Mtb inh
O=C(COC(=O)CCC1CCCC1)Nc1ccc(F)cc1	-1	0.5	-0.2	-5	-0.2	-4.2	0.8	-8	-2
Cc1ccc2c(c1)NC(c1cccs1)C1=C(CC(C)(C)CC1=O)N2 (configuration not stated)	0	0.4	-0.9	15	-0.6	-0.2	-0.6	-4	-5
COc1ccc(NC(=O)/C=C/c2ccc(S(=O)(=O)N3CCOCC3)cc2)cc1	3	1.0	1.4	5	-3.8	4.3	-2.1	9	1
CCCn1c(SCC(=O)Nc2sc(C)c(C)c2C(=O)OCC)nc2c1c(=O)n(C)c(=O)n2C	8	-1.9	-1.9	6	-0.3	0.3	-3.7	2	0
Cc1c2cnn(CC(=O)NCCN3CCOCC3)c(=O)c2c(C)n1Cc1ccccc1F	4	0.2	-0.2	2	-0.1	.	-1.9	2	2
CCC(=O)Nc1cccc(-c2nnc(SCC(=O)NCc3ccco3)n2C)c1	2	-1.9	-0.9	2	7.1	1.9	-2.2	-10	19
O=C(NCC1CCCO1)NC1(C(F)(F)F)Oc2ccccc2O1 (configuration not stated)	-10	0.6	-1.2	7	-0.2	0.6	-1.2	-4	3
Cc1c(C)n(Cc2ccccc2)c2ccc(C(=O)O)cc12	-2	.	2.3	8	-0.2	-0.2	-2.2	7	7
COc1ccc(CC(N)c2csc(Nc3ccccn3)n2)cc1 (configuration not stated)	-16	.	1.5	8	-0.1	.	-0.8	-3	0
CC(=O)c1cn(N(C)c2ncc(C(F)(F)F)cc2Cl)c(=O)[nH]c1=O	-3	-0.8	.	2	0.2	-2.7	0.1	-2	-2
Fc1ccccc1COc1ccc(Br)cc1CNCc1cccnc1	-13	-1.6	1.8	9	-0.4	0.9	-1.6	-2	6
CN1CCN(C(CNC(=O)Nc2ccc(Cl)cc2)c2ccc(F)cc2)CC1 (configuration not stated)	-5	-1.5	-0.3	6	1.4	1.8	-1.6	0	2
Cc1ccsc1C(=O)NCCc1ccco1	1	0.1	-1.0	3	-0.1	3.3	-1.8	-4	-1
CS(=O)(=O)c1ccc(Cl)c(NC(=O)CSc2nncn2-c2ccccc2)c1	2	0.3	2.5	2	-1.7	-0.5	-0.1	-2	1
Cc1nc2ncccn2c1-c1csc(Nc2ccc(N(C)C)cc2)n1	-18	0.0	.	17	0.2	.	-3.1	-13	-1
Cc1ccc(C(=O)NCC(=O)OCC(=O)Nc2ccccc2C#N)s1	1	-0.3	.	-9	-0.4	-2.8	-4.5	-5	1
COC(=O)c1ccc(NC(=O)CSc2nnc(COc3ccccc3)n2C)cc1	-16	0.9	0.1	5	-0.5	2.7	-0.6	0	-1
COc1ccc(C(=O)N/N=C/c2cn[nH]c2-c2ccc(OC)cc2OC)cc1	-6	-0.6	-0.2	16	-1.2	2.0	-4.2	-11	0
COc1cccc(-n2c(C)cc(/C=C3/C(=N)N4C(=NC3=O)SN=C4S(C)(=O)=O)c2C)c1	-6	0.8	7.1	23	-0.1	-0.1	-4.7	0	4
COc1ccc(CCNC(=O)CSc2ccc(-c3ccncc3)nn2)cc1	-5	1.9	1.3	-3	-0.7	0.8	-3.3	0	5
COc1ccc(Cl)cc1NC(=O)CN(C)C(=O)c1cc(=O)c2ccccc2o1	-2	-0.8	0.9	7	0.1	-2.4	-1.7	-8	3
O=C(C1CCCN1S(=O)(=O)c1ccc(Br)cc1)N1CCOCC1 (configuration not stated)	-4	-1.2	.	10	0.1	-0.2	0.1	0	0
CCn1c(SCC(=O)Nc2nccs2)nnc1-c1ccccn1	-7	0.4	-0.1	0	-0.8	4.6	-1.8	-3	-1
Oc1[nH]c2ccc(Br)cc2c1N=Nc1nn[nH]n1	1	0.6	.	14	-1.1	-2.0	-3.3	-11	-1
Cc1cc(C)cc(N(C(=O)c2csnn2)C(C(=O)NC2CCCC2)c2ccccn2)c1 (configuration not stated)	-11	-0.2	0.7	9	-3.5	-0.3	-2.7	-9	2
COC(=O)C1=C(c2ccc(OC)c(OC)c2)C[C@@H]2CC[C@H]1N2C(=O)NCc1ccc(F)cc1	8	0.6	-3.8	-4	-0.4	3.3	-2.6	2	1
CC(C)CC(=O)c1c[nH]c(C(=O)N2CCN(Cc3ccccc3)CC2)c1	-3	-1.6	.	2	-0.4	-2.8	-3.1	1	0
COc1cc([N+](=O)[O-])ccc1NC(=O)COC(=O)C=C(C)C	3	2.6	-1.6	8	0.6	-1.8	-0.3	-4	-4
O=C(Nc1ccc(S(=O)(=O)Nc2ccccn2)cc1)C(F)(F)F	-2	-0.3	-1.4	-3	0.3	0.0	-1.5	3	-1
COc1nc(N=C(N)N)nc2c(C)cccc12	-7	0.0	.	4	-0.7	0.5	-1.6	-1	33*
CN(C)/C=N/C(=S)Nc1ccc(Cl)cc1	2	0.4	.	4	-1.1	1.6	-3.8	0	0
COc1ccc(C(CC(=O)NCc2ccccc2)Sc2n[nH]c(-c3ccc(Cl)cc3)n2)cc1 (configuration not stated)	-3	0.4	.	2	0.0	-1.8	-2.3	-1	2
CCCCN(C(=O)c1cc2c(s1)CCC2)c1c(N)n(CCC)c(=O)[nH]c1=O	-3	-0.3	.	6	0.0	.	-4.2	1	-3
COC(=O)c1c(NC(=O)C2(C)Cc3ccccc3C(=O)O2)sc2c1CCCC2 (configuration not stated)	-14	0.5	-0.5	17	-1.7	0.7	-1.7	-6	4
COc1nccnc1NS(=O)(=O)c1ccc(NCc2ccccc2O)cc1	0	-0.4	-0.5	5	-0.2	2.8	-2.2	1	-2
Cc1ccc(NC(=O)Cn2ncc3ccccc32)c(Cl)c1	0	-1.1	-2.7	10	1.7	0.2	1.0	0	0
COc1ccccc1C1NC(=O)NC(C)=C1C(=O)OC1CCCCC1 (configuration not stated)	4	3.3	2.1	-9	-0.5	-1.7	-1.3	-8	1
O=C(CC(c1ccccc1)c1cc(Br)ccc1O)NCc1ccco1 (configuration not stated)	-18	-0.3	2.5	9	-0.8	-1.9	-4.0	0	0
CC(=O)c1ccc(S(=O)(=O)NCCCC(=O)N(C)Cc2ccc3c(c2)OCO3)cc1	0	-2.0	1.3	1	0.2	-1.6	-3.1	4	-1
CC(=O)N1CCCc2cc(S(=O)(=O)N3CCCC(C(=O)NCc4ccccc4)C3)ccc21 (configuration not stated)	-11	0.9	-0.3	2	-2.7	0.9	-3.7	-2	1
CCCCNC(C)Cc1ccccc1 (configuration not stated)	2	0.1	-0.2	-5	0.2	.	-2.0	10	1
O=C(Nc1cccc(-c2ccc(N3CCCCC3)nn2)c1)C(F)(F)F	0	-0.1	9.2	12	-1.4	-1.6	-0.4	0	2
COc1cc(/C=N/NC(=S)NC2CC3CC2C2C=CCC32)ccc1O (configuration not stated)	.	7.3	.	37*	.	1.2	0.6	.	1
CC[C@@]1(C(=O)OC)N[C@H](CN(C)C(=O)c2ccc(F)cc2)[C@@H]2C(=O)N(C)C(=O)[C@@H]21	2	-0.4	-0.6	-4	-0.2	.	0.3	-2	-1
COc1cc(/C=C(\C#N)C(=O)NC(C)C)cc(Cl)c1O	1	-0.6	-1.6	10	-0.3	-2.8	-1.1	-5	-23

Full records, quoted from the list. Values in the order: BoNT F protease | PfHsp40 rescue | BioA inh | GDH-TPI counter | BoNT-A LC inh2 | Mtb UGM inh | FadD28 FP inh | Anthrax LF inh2 | FBA Mtb inh
COc1nccnc1NS(=O)(=O)c1ccc(NCc2ccccc2O)cc1 reads 0 | -0.4 | -0.5 | 5 | -0.2 | 2.8 | -2.2 | 1 | -2
CC(=O)c1ccc(S(=O)(=O)NCCCC(=O)N(C)Cc2ccc3c(c2)OCO3)cc1 reads 0 | -2.0 | 1.3 | 1 | 0.2 | -1.6 | -3.1 | 4 | -1

(list continues)
SMILES	BoNT F protease	PfHsp40 rescue	BioA inh	GDH-TPI counter	BoNT-A LC inh2	Mtb UGM inh	FadD28 FP inh	Anthrax LF inh2	FBA Mtb inh
Nc1ccccc1C(=O)NNc1ncc(C(F)(F)F)cc1Cl	-4	-1.1	-10	12	?	1.3	0.0	-1	11
COc1ccc(NC2CCCN(C(=O)c3cccnc3SC)C2)cc1OC (configuration not stated)	-5	0.9	-0.4	9	-1.3	-0.8	-1.3	-5	5
COc1ccc(OCCSc2nnc(C(C)NC(=O)c3ccccc3F)n2C)cc1 (configuration not stated)	32	-1.2	.	-6	3.0	-1.8	-4.1	0	-3
CCOC(=O)CN1N=C(/C=C/c2ccc(OCC)cc2)CCC1=O	2	-1.4	.	34*	0.0	-1.1	-4.6	3	-6
C=CCOc1c(Cl)cc(CNc2ccc3[nH]c(=O)[nH]c3c2)cc1OC	3	2.4	.	2	0.3	-2.3	-4.3	-1	6
COc1ccc(-c2nc(CSCC(=O)NCCCN3CCCC3=O)c(C)o2)cc1OC	0	12	.	1	0.1	-1.1	-1.7	-2	9
O=c1[nH]c2c(=O)[nH]cnc2nc1-c1ccccc1	?	0.3	.	3	?	-1.0	-1.6	-4	74*

Screening data as filed in PubChem BioAssay.
